Bioassay records (PubChem)
SRC3 TRFRET art: counter-screen for PPARgamma SRC-3 recruitment agonists: TR-FRET artefact; PPARgamma/SRC-3 format; hits give high values; TR-FRET ratio at 8 µM; actives 0.39% (n = 99,000); in the data active = TR-FRET ratio above about 2000; note: inactives centre near 1600; reference of the scale not given here
SRC1 TRFRET art: TR-FRET artefact, counter-screen to PPARgamma/SRC-1 agonist assay; TR-FRET detection artefact counter-screen, emission ratio; hits give high values; TR-FRET ratio at 8 µM; actives 0.34% (n = 99,000); AID 1051; in the data active = TR-FRET ratio above about 2300; note: inactives centre near 1800; reference of the scale not given here
Numbers without * were called inactive. A portion of the library, so the mix of outcomes need not match the whole.

Values run as follows: SRC3 TRFRET art, SRC1 TRFRET art
Cc1cccc[n+]1CCCCCCCCCC[n+]1ccccc1C
  1616, 1664
O=C(N/N=C/c1ccc([N+](=O)[O-])o1)c1cc(-c2ccc(-c3ccccc3)cc2)nc2ccccc12
  1306, 1568
Cc1cccc(-c2nnnn2-c2cccc(C)c2)c1
  1513, 1532
CN(c1ccccc1C(=O)Nc1ccc(F)c(Cl)c1)S(C)(=O)=O
  1554, 2075
O=C(CCC(=O)CCN1CCCCC1)CCN1CCCCC1
  1698, 1736
Cc1cccc(-n2ncc3c(NCc4ccccc4)ncnc32)c1
  1640, 1993
Cn1ccnc1SCC(=O)Nc1ccc2c(c1)OCO2
  1829, 1893
C=CCNC(=O)CN1C2CCCC1CC(NC(=O)c1ccccc1C)C2 (stereo unspecified)
  1676, 1930
O=C(O)c1cc(-c2ccc(Cl)cc2)n(-c2ccc(Cl)cc2)n1
  1602, 1784
CC1CCCCN1C(=O)CNCC1CCCO1 (stereo unspecified)
  1455, 1988
Cc1noc(NS(=O)(=O)c2ccc(NC(=O)C34CC5CC(C3)CC(n3cnc(Br)n3)(C5)C4)cc2)c1C
  1595, 1733
COc1ccc(S(=O)(=O)N2CCC3(CC2)OCCO3)cc1
  1572, 1834
Cc1ccc2nc(C)c(C(=O)NN=C3CCN(C)CC3)n2c1
  1624, 2028
CCC1=[N+](CC(=O)c2ccc(C)cc2)CCn2cccc21
  1495, 1838
CCc1[nH]nc2c1C(c1ccc(C)o1)C(C#N)=C(N)O2 (stereo unspecified)
  1518, 1997
CCOc1ccc(NC(=O)Nc2ccccc2SC)cc1
  1839, 1947
CC(C)(C)OCC(NC(=O)C(CC(N)=O)NC(=O)OC(C)(C)C)C(=O)OC(C)(C)C (stereo unspecified)
  1480, 1791
COc1ccc(NC(=O)NC23CC4(C)CC(C)(CC(C)(C4)C2)C3)cc1OC
  1440, 1362
CC(C)Sc1nnc(NC(=O)CCc2ccccc2)s1
  1567, 1554
CC(NC(=O)C1CCCC1)C1CC2CCC1C2 (stereo unspecified)
  1477, 1752
Nn1cnnc1SCC(=O)N(C1CCCCC1)C1CCCCC1
  1454, 1842
COc1ccc(S(=O)(=O)N2CCC(C(=O)NCC3CCCO3)CC2)cc1OC (stereo unspecified)
  1634, 1880
CCNC(=S)NNC(=O)c1ccncc1
  1737, 1805
Fc1ccccc1Cc1noc(CN2CCN(C/C=C/c3ccccc3)CC2)n1
  1667, 1891
O=C1S/C(=C/c2ccccc2F)C(=O)N1CCN=C1NS(=O)(=O)c2ccccc21
  1629, 1982
O=C(c1ccc(-c2cccc(Cl)c2)o1)N1CCN(c2ccc([N+](=O)[O-])cc2)CC1
  1260, 1614
CCn1c(C)nc2cc(C(=O)N/N=C(\C)c3ccccc3O)ccc21
  1487, 2135
Cc1nn(Cc2ccccc2)c(Cl)c1/C=C/C(=O)OCC(=O)N1CCCC1=O
  1207, 1801
CCOc1cc(CNC2CCCC2)ccc1OCc1ccccc1Cl
  1634, 1700
COc1ccc(-n2nc(C(=O)NCC(=O)N3CCN(Cc4ccc5c(c4)OCO5)CC3)c3ccccc3c2=O)cc1OC
  1360, 1754
COc1ccccc1/C=C(/C(=O)OCC(=O)Nc1ccccc1C)c1ccccc1
  1908, 2079
CCOC(=O)C(CC)Sc1ccc2nnc(-c3cccnc3)n2n1 (stereo unspecified)
  1544, 1880
O=C(CCc1n[nH]c(=O)[nH]c1=O)N/N=C/c1ccco1
  1501, 1532
CC(=O)C(Cc1ccccc1)NC(=O)CCl (stereo unspecified)
  1255, 1983
COc1ccc(/C(C)=N/NC(=S)NCCc2ccccc2)cc1
  1408, 1959
CCCc1[nH]n(-c2ccc([N+](=O)[O-])cc2)c(=O)c1C=NCCN1CCNCC1
  1592, 1587
COCCCn1c(C)c(C(C)=O)cc(NC(=O)c2ccccc2)c1=O
  1549, 1782
CCc1cccc(C)c1NC(=O)C1CCCO1 (stereo unspecified)
  1597, 1765
COc1cc(C2Nc3ccc4ncccc4c3C3=C2C(=O)CCC3)cc(OC)c1OC (stereo unspecified)
  1732, 1627
O=C(Nc1ccccc1)n1ccc(-c2ccc(-n3ccnc3)cc2)n1
  1612, 1723
O=C(N/N=C/c1ccco1)C1CC(=O)N(c2ccccc2)C1 (stereo unspecified)
  1593, 1633
O=C(CCl)NCCNC(=O)c1cc(OCC(F)(F)F)ccc1OCC(F)(F)F
  1525, 2020
Cc1cc(C(=O)N/N=C/c2cccs2)n[nH]1
  1399, 1869
O=C(Cn1cc(C(F)(F)F)ccc1=O)N/N=C/c1ccc(F)cc1
  1420, 1842
CC(=O)NS(=O)(=O)c1ccc(N=c2ssc3c2-c2ccc(C)cc2NC3(C)C)cc1
  1647, 1843
Cc1cc(C)c(NC(=O)C2CC(=O)N(Cc3ccccc3)C2)c(C)c1 (stereo unspecified)
  1445, 1693
COc1ccc(S(=O)(=O)Nc2cc([N+](=O)[O-])ccc2OC)cc1
  1371, 1685
C/C(=N/NC(=O)CSc1ccccn1)c1ccc([N+](=O)[O-])cc1
  1457, 1806
COc1ccc(S(=O)(=O)N2CN(CCc3ccc(OC)c(OC)c3)c3nc4ccccc4nc32)cc1
  1407, 1568
O=C(O)c1sc2cc(C(F)(F)F)cnc2c1-c1ccccn1
  1708, 1744
Cc1ccc(NC(=O)CO/N=C(\N)c2nonc2N)cc1C
  1541, 1721
BrC(/C=C\c1ccccc1)=N/Nc1nc(N2CCOCC2)nc(N2CCOCC2)n1
  1519, 1784
C/C(=N\Nc1ccc(S(=O)(=O)Nc2ccccc2)cc1[N+](=O)[O-])c1ccncc1
  1596, 2113
COc1ccccc1N1C(=O)CC(Sc2n[nH]c(-c3cccc(C)c3)n2)C1=O (stereo unspecified)
  1615, 2022
CC(=O)c1cccc(NC(=S)NCCCCc2ccccc2)c1
  1589, 1712
C=CCOc1ccc(CNc2ccc3[nH]c(=O)[nH]c3c2)cc1OC
  1538, 1670
O=C(N/C(=C/c1ccccc1)C(=O)N1CCCCCC1)c1ccccc1
  1611, 1985
CC(O)CNCCCOc1ccccc1OCc1ccccc1 (stereo unspecified)
  1692, 1864
Cc1c(-c2ncn[nH]2)sc(C#N)c1-c1ccccc1
  1837, 1925
CCSc1ccccc1C(=O)NC1CCCCC1
  1551, 1801

The final 6 records of the part before lead into the next:
Values run as follows: SRC3 TRFRET art, SRC1 TRFRET art
CC(=O)c1cccc(NC(=S)NCCCCc2ccccc2)c1
  1589, 1712
C=CCOc1ccc(CNc2ccc3[nH]c(=O)[nH]c3c2)cc1OC
  1538, 1670
O=C(N/C(=C/c1ccccc1)C(=O)N1CCCCCC1)c1ccccc1
  1611, 1985
CC(O)CNCCCOc1ccccc1OCc1ccccc1 (stereo unspecified)
  1692, 1864
Cc1c(-c2ncn[nH]2)sc(C#N)c1-c1ccccc1
  1837, 1925
CCSc1ccccc1C(=O)NC1CCCCC1
  1551, 1801
O=C(NCc1ccco1)c1ccc(COc2cc(Cl)ccc2Cl)cc1
  1669, 1732
O=C(c1ccccc1F)N1CCN(c2cccc(C(F)(F)F)c2)CC1
  1656, 1782
CCC1Oc2ccc(C)cc2N(CC(=O)NCc2cc(OC)ccc2OC)C1=O (stereo unspecified)
  1401, 1849
Cc1cccc(C)c1Nc1nnc(SCc2nc3ccccc3s2)s1
  1475, 1744
CCCCOc1ccc(C(O)C(CN2CCCCC2)c2ccccc2)cc1 (stereo unspecified)
  1530, 1804
Cc1ccc(CN2CCN(CCCn3cccn3)CC2CCO)cc1 (stereo unspecified)
  1444, 1556
CSc1nsc(SCC(=O)N2CCCCC2)n1
  1630, 1680
Cc1nc2ccc(NC(=O)Cc3cccs3)cc2s1
  1592, 1821
CNC(=O)COc1ccc(S(=O)(=O)Nc2ccccc2)cc1
  1568, 1847
COc1ccc(-n2c(Cc3cccn3C)nnc2SCC(=O)N2CCCC2)cc1
  1650, 1979
O=C(Cc1ccccc1[N+](=O)[O-])NCCC1=CCCCC1
  1714, 1717
CCOC(=O)C1=C(C(F)(F)F)Nc2ncnn2C1c1cc(OC)c(OC)cc1OC (stereo unspecified)
  1534, 1585
CCOC(=O)C(CC)/C(C)=N\NC(=O)CCC(=O)Nc1ccc(Cl)cc1Cl (stereo unspecified)
  1595, 1797
CCCc1cc(C(=O)OC)c(NC(=O)CCC(=O)O)s1
  1361, 1865
O=C(NC(=S)Nc1ccccc1N1CCOCC1)c1cccs1
  1339, 1665
Cc1ccc(C)c(S(=O)(=O)ON2C(=O)c3ccccc3C2=O)c1
  1628, 2212
O=C(NNC(=O)c1ccccc1Cl)c1ccncc1
  1608, 1856
CC(=O)c1nnn(-c2ccc([N+](=O)[O-])cc2C)c1C
  1438, 1907
CC1=CC(C)C2COC(c3ccc[n+](C)c3)C1C2C (stereo unspecified)
  1655, 1527
Cc1cc(C)c2c(CC(=O)O)c(C)[nH]c2c1
  1612, 1795
CCn1c(C(C)NC(=O)c2cccs2)nc2ccccc21 (stereo unspecified)
  1487, 1730
N#Cc1ccccc1S(=O)(=O)N1CCN(CC(O)c2ccccc2)CC1 (stereo unspecified)
  1640, 1892
CCOc1ccc(C(CC(=O)O)NC(=O)c2cccs2)cc1OC (stereo unspecified)
  1372, 1871
COc1ccccc1OCC(=O)Nc1cccc(-c2nnc(-c3ccco3)o2)c1
  1789, 1772
Cc1ccsc1/C=N\NC(=O)CCc1c(C)n[nH]c1C
  1796, 1919
CCCOc1ccc(C(=O)NCC(c2cccs2)N(C)C)cc1OC (stereo unspecified)
  1647, 1837
COc1cc(N)c(Cl)cc1Cl
  1456, 1828
COCCn1c(=O)[nH]c2cc(C(=O)Nc3cccc(F)c3)ccc2c1=O
  1542, 1926
COc1cccc(CN2CCN(Cc3cccc4nonc34)CC2CCO)c1 (stereo unspecified)
  1525, 1785
FC(F)(F)c1ccc2c(c1)N1CCCC1CN2 (stereo unspecified)
  1448, 1765
CCc1cccc(C)c1NC(=O)CN1C(=O)NC(Cc2ccccc2)C1=O (stereo unspecified)
  1636, 1814
COc1ccc(C(c2c(NC(C)=O)sc3c2CCCC3)N2CCN(CCO)CC2)cc1OC (stereo unspecified)
  1331, 1578
COCCNC(=S)N1CCC(Cc2ccccc2)CC1
  1774, 1985
CCCCc1ccc(NC(=O)C(C)CC)cc1 (stereo unspecified)
  1487, 1713
CC1(C)CC(=O)C(=Cc2cn(CCC#N)nc2-c2ccc(F)cc2)C(=O)C1
  1457, 1722
NC(=S)N/N=C/c1ccc2ccccc2c1
  1826, 1895
O=C(CSc1ccc2nnc(-c3cccs3)n2n1)N1CCCC1
  1463, 1636
CC1(C)C(c2cccs2)=[N+]([O-])C2(CCCCC2=O)N1O (stereo unspecified)
  1589, 2045
COc1ccc(CN(CC2CCC(C(=O)O)CC2)C(=S)Nc2ccccc2C)cc1 (stereo unspecified)
  1776, 1957
CCO[C@@H]1OC(C(=O)N2CCOCC2)=C[C@H](c2ccc(C(F)(F)F)cc2)[C@H]1CCCO
  1671, 1826

Compound profiles (already shown). Order of screens: SRC3 TRFRET art	SRC1 TRFRET art
NC(=S)N/N=C/c1ccc2ccccc2c1 in the list: 1826	1895
CCCOc1ccc(C(=O)NCC(c2cccs2)N(C)C)cc1OC (stereo unspecified) in the list: 1647	1837
COCCn1c(=O)[nH]c2cc(C(=O)Nc3cccc(F)c3)ccc2c1=O in the list: 1542	1926

More entries:
Values run as follows: SRC3 TRFRET art, SRC1 TRFRET art
Cc1oc(-c2cccs2)nc1CN1CCC(C(=O)N2CCCC2)CC1
  1670, 1821
COc1cc(/C=C2\SC(=O)N(c3ccccc3Cl)C2=O)cc([N+](=O)[O-])c1O
  1481, 1655
COc1cccc(CC(=O)N2CCCC(CCC(=O)N3CCN(c4ccccn4)CC3)C2)c1 (stereo unspecified)
  1504, 1862
CC(=O)c1ccc(C)cc1OC(=O)c1cccc(F)c1
  1462, 1561
Cn1c(=O)c2c(ncn2CC(=O)N/N=C/C(Cl)=C/c2ccccc2)n(C)c1=O
  1324, 1553
Cc1ccc(C(=O)NCCc2ccc(S(N)(=O)=O)cc2)o1
  1737, 1794
Cc1ccc(NC(=O)CC2SC(=NCC3CCCO3)NC2=O)cc1Cl (stereo unspecified)
  1559, 1854
CCOC(=O)c1sc2nc3c(SCCC#N)cc(C(=O)c4cc(F)ccc4O)cn3c(=O)c2c1C
  1713, 1844
COCCCNC(=O)Cn1c(=O)n(Cc2ccc(C(=O)NCCc3ccc(OC)c(OC)c3)cc2)c(=O)c2ccccc21
  1499, 1437
CC(=O)Nc1ccc2c(c1)OCO2
  1474, 1604
NC(=O)c1ccc(NC(=O)COC(=O)c2cccc(Oc3ccccc3)c2)cc1
  1593, 1742
COc1ccc(Nc2nc(Nc3ccc(OC)cc3OC)nc(N3CCN(C)CC3)n2)c(OC)c1
  1595, 2047
COc1ccc(Nc2nc(NCC3CCCO3)c3ccccc3n2)c(OC)c1 (stereo unspecified)
  1522, 1771
CC[C@@H](C)C(N)c1cn([C@@H](CCC(=O)O)C(=O)N2CCNCC2)nn1 (stereo partly specified)
  1414, 1323
Cc1sc2nc(CN3CCCCC3)nc(N3CCN(C(=O)c4ccco4)CC3)c2c1C
  1594, 1838
Cc1nnc(-c2ccc(Cl)cc2)[nH]c1=O
  1508, 2198
Fc1ccc(NC(=S)Nc2ccc(Cl)cc2Cl)cc1
  1581, 1541
COc1ccc(NC(=S)NCCc2c[nH]c3ccccc23)c(OC)c1
  1716, 1868
Cn1c(SCc2ccccn2)nnc1-c1ccccc1
  1519, 1666
O=C(CSc1nc(CCC2CCCC2)nc2ccccc12)NCc1ccc2c(c1)OCO2
  1570, 1731
COc1cc(/C=C/C(=O)OCC(=O)NC(=O)NC(C)C)cc(OC)c1OC
  1510, 1451
